Screening results as filed in PubChem BioAssay.
GPR35 antagonists: GPR35 antagonists blocking zaprinast-driven arrestin recruitment, primary screen, imaging, U2OS, beta-arrestin-GFP, zaprinast agonist (AID 2058); U2OS GPR35 beta-arrestin-GFP translocation imaging, zaprinast antagonism; higher % means a stronger effect; inhibition, % at 10 µM; hits with a dose series show IC50 in µM; 290,000 tested, 0.052% active;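 active = inhibition of at least 50% with at least 30 cells and total cytoplasm GFP at most 10,000,000; inconclusive = under 30 cells or total GFP of 10,000,000 plus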
GPR55 beta-arrestin: selective activators of receptor GPR55 – imaging, U2OS cells, beta-arrestin-GFP redistribution, primary screen (AID 1961); activation, % at 10 µM; hits with a dose series show EC50 in µM; 290,000 tested, 0.048% active; U2OS GPR55 beta-arrestin-GFP redistribution imaging; higher % means a stronger effect;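 active = activation above 40% with more than 50 cells counted in the well; inconclusive = wells holding fewer than 50 cells, flagged as toxic or sparse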;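 also: U2OS osteosarcoma cells stably expressing GPR55 and beta-arrestin-GFP; plate controls were DMSO negative control for no effect and LPI positive control for full effect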
GPR55 LPI antagonism: GPR55 antagonists blocking LPI-driven arrestin recruitment, primary screen, imaging, U2OS, beta-arrestin-GFP, LPI agonist (AID 2013) | 290,000 tested, 0.13% active | inhibition, % at 10 µM; hits with a dose series show IC50 in µM | U2OS GPR55 beta-arrestin-GFP translocation imaging, LPI antagonism; higher % means a stronger effect;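 active = spots per cell inhibited over 60%, with over 100 cells counted and total cytoplasm intensity under 500,000; inconclusive = wells with under 100 cells, flagged as likely toxic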;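 also: U2OS cells stably carrying GPR55 and arrestin-GFP stimulated by 5 µM LPI near EC80; imaged beta-arrestin-GFP aggregate spots per cell after agonist stimulation; plate controls were LPI-stimulated DMSO wells for no effect and DMSO wells without LPI for full effect; some results filed as inactive read as strong as hits; confirmed hits need IC50 under 10 µM and bright autofluorescent wells are also inconclusive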
West Nile virus CPE: inhibition of WNV-induced cytopathic effect – cell-based, CPE readout (AID 1621); West Nile virus-infected cells, CPE inhibition; higher % means a stronger effect; CPE inhibition, % at 10 µM, or IC50 in µM where a hit was titrated; 290,000 tested, 0.02% active; in the data active = a potency from the dose series; inconclusive = CPE inhibition mostly from about 3.7% at the one dose, without a potency; inactive = the rest, 99 in 100 with CPE inhibition below about 2.2%; also: strong numbers were not always called active
NS5 inhibitors: flavivirus cap methylation enzyme inhibition – biochemical, confirmation dose response, primary screen (AID 588689). Dengue-2 NS5 methyltransferase capping enzyme assay, biochemical; higher % means a stronger effect. one-dose inhibition, % at 25 µM; IC50 in µM for titrated hits. 340,000 tested, 0.3% active; in the data active = a potency from the dose series; inconclusive = inhibition above about 29% without an active follow-up result
KOR beta-arrestin-1: KOR agonists, beta-arrestin recruitment, primary screen, cell-based, luminescence, uHTS (AID 1777). KOR beta-arrestin recruitment, luminescence; higher % means a stronger effect. one-dose activation, % at 10 µM; EC50 in µM for titrated hits. 280,000 tested, 0.02% active; in the data active = activation above about 50%, passing the limit was not always enough; also: a part of the inactive calls stands beside numbers as strong as those of hits
NOD1 NF-kB reporter: NOD1 signaling inhibitors, primary screen, cell-based, luminescence, uHTS (AID 1578); 290,000 tested, 1% active; NOD1-driven NF-kB luciferase reporter cells, luminescence; higher % means a stronger effect; one-dose inhibition, % at 4 µM; EC50 in µM for titrated hits; in the data active = inhibition mostly above about 36%, no sharp cut-off; inactive = mostly below about 34%;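 also: HEK-293T reporter cells stimulated with the NOD1 agonist gamma-tri-DAP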
HIV peptide binding: cell-free HIV fusion peptide-binding blockers – biochemical, uHTS, fluorescence dequenching, primary screen (AID 1986). cell-free peptide binding, fluorescence dequenching, 30 min; higher % means a stronger effect. one-dose inhibition, % at 20 µM; IC50 in µM for titrated hits. 290,000 tested, 0.3% active; in the data active = inhibition mostly above about 52%, no sharp cut-off; inactive = mostly below about 76%; also: some results filed as inactive read as strong as hits
KOR beta-arrestin-2: KOR antagonists, beta-arrestin recruitment, cell-based, luminescence, uHTS (AID 1778); KOR beta-arrestin recruitment, luminescence, antagonist mode; higher % means a stronger effect; inhibition, % at 10 µM, or IC50 in µM where a hit was titrated; 290,000 tested, 0.091% active; in the data active = inhibition above about 50%; also: strong numbers were not always called active
Active calls of the source: *; ? = inconclusive; nt = not tested or not shown; [ ] = remark or other dose.

SMILES	GPR35 antagonists	GPR55 beta-arrestin	GPR55 LPI antagonism	West Nile virus CPE	NS5 inhibitors	KOR beta-arrestin-1	NOD1 NF-kB reporter	HIV peptide binding	KOR beta-arrestin-2
CC(=O)Nc1nc(SCC(=O)NCc2ccc(F)cc2)[nH]c(=O)c1NC(=O)c1cccs1	-9.5%	0.0%	-4.5%	1.5%	-5.4%	2.6%	-15.1%	0.3%	-43.5%
O=C(N/N=C/c1ccc([N+](=O)[O-])o1)c1cc2c(ccc3ccccc32)o1	9.9%	0.4%	-6.9%	-1.0%	-0.8%	4.0%	41.1%	43.3%	-73.4%
CNC(=O)c1[nH]cnc1C(=O)N[C@@H](C)C(=O)OC(C)(C)C	-4.7%	0.1%	6.0%	0.5%	-2.1%	-1.6%	-33.5%	-1.3%	9.6%
COc1cc(OC)c(C(=O)OCCCOC(=O)c2cc(OC)c(OC)cc2OC)cc1OC	-15.5%	0.0%	-6.2%	0.5%	-2.9%	0.1%	-33.5%	-1.1%	-5.9%
CC1Cc2ccccc2N1C(=O)c1cc2sccc2n1Cc1ccccc1 (centres undefined)	-12.9%	-0.1%	13.0%	1.8%	-2.9%	8.6%	10.5%	-0.4%	-7.4%
Cc1ccc(-c2nnn(CCC(=O)Nc3ccc4c(c3)OCO4)n2)cc1	3.5%	-0.1%	2.7%	0.5%	2.1%	-1.3%	-18.0%	15.0%	10.9%
CCOC(=O)NC1(C(F)(F)F)C(=O)NC(C)=C1C(=O)OC (centres undefined)	-14.6%	-0.1%	5.0%	0.0%	-2.8%	-10.1%	1.8%	2.0%	16.1%
CC(C)C1Cc2c(sc(NC(=S)NC(=O)c3ccccc3)c2C#N)CO1 (centres undefined)	1.0%	0.5%	11.0%	-0.5%	nt	-3.9%	-44.6%	5.0%	-4.4%
COc1ccc(-n2cc(-c3ccc(Br)cc3)[nH]c2=S)cc1	6.8%	0.2%	0.6%	-0.4%	0.0%	-0.4%	-58.9%	-1.2%	-37.2%
O=C(NCC1CCCO1)c1cc(C(=O)c2ccc(Cl)cc2Cl)c[nH]1 (centres undefined)	10.5%	0.2%	3.3%	0.6%	1.6%	-5.7%	-36.4%	0.4%	4.0%
CO/N=C(\Cn1ncc(N2CCCC2)c(Cl)c1=O)c1ccc(Cl)cc1	-9.5%	-0.1%	-0.3%	-0.5%	-6.2%	2.8%	-6.2%	-1.9%	20.8%
O=C1C2=C(SCCS2)C(=O)N1CCCO	9.4%	-0.4%	-5.9%	nt	?	-2.8%	-18.1%	-0.2%	-14.3%
C=CCON1C(=O)C(=O)N(OCC=C)[C@H]2CCCC[C@H]21	-3.5%	0.3%	-7.5%	0.0%	nt	2.5%	-4.6%	-0.7%	8.4%
CCc1cccc(OCC(=O)Nc2ccc(S(=O)(=O)Nc3ccccn3)cc2)c1	0.8%	-0.1%	6.8%	-0.1%	-8.6%	-1.7%	-6.6%	1.6%	-28.7%[20 µM]
Cc1cccc(NC(=O)C2CCN(C(=O)NCc3ccccc3)CC2)c1C	-9.5%	0.0%	3.5%	-0.4%	-7.3%	0.9%	-54.0%	-0.2%	-18.0%
COc1ccc(C(=O)NC(C)C2CC3CCC2C3)cc1 (centres undefined)	-9.7%	0.4%	6.8%	-0.5%	1.6%	-2.2%	-33.7%	0.8%	-46.3%[20 µM]
COC(=O)c1[nH]c2cc(OC)ccc2c1NC(=O)CN1CCOCC1	-8.7%	0.0%	0.8%	-0.2%	nt	-2.5%	-33.4%	-0.8%	-18.1%
CCN(CC)S(=O)(=O)c1ccc2c(c1)c(=O)c(C(=O)NCc1cccs1)cn2C	-3.3%	0.1%	-6.2%	2.5%	-5.3%	1.5%	-19.9%	0.8%	-11.1%
O=C1C2C3C=CC(C4CC34)C2C(=O)N1c1cccc2ccccc12 (centres undefined)	-11.7%	-0.2%	1.2%	0.8%	-4.8%	3.2%	-18.7%	-0.3%	-13.6%
COc1cccc(NC(=O)CN(C)CC(=O)Nc2ccc(C)cc2Cl)c1	28.9%	-0.1%	9.1%	-1.0%	-5.3%	-0.1%	27.7%	-1.6%	-44.2%
Cc1ccc(-c2csc(NC(=O)c3ccc([N+](=O)[O-])o3)n2)cc1	-4.3%	0.6%	5.4%	1.4%	-6.6%	-5.1%	51.3%	-0.8%	-15.5%
COCCn1nnnc1CN(CCCN1CCOCC1)Cc1cc2c(C)ccc(C)c2[nH]c1=O	-1.4%	-0.5%	11.0%	0.1%	11.8%	0.7%	-7.6%	1.3%	-54.5%
CN(C)CCn1c(C(=O)Nc2ccccc2)cc2ccccc21	-9.0%	-0.2%	41.0%	0.5%	-2.0%	1.2%	6.3%	-1.8%	10.6%
Cc1ccc(-c2csc3ncnc(-n4nc(C)cc4N)c23)cc1	-0.5%	0.2%	8.4%	-0.1%	0.7%	2.5%	10.7%	-0.2%	-18.6%
Cc1oc2ccc(O)cc2c1C(=O)OC(C)C	2.7%	0.4%	-10.6%	-0.6%	-3.4%	20.5%	-4.2%	-2.4%	-44.6%
Cc1ccc(-c2cc(C(=O)Nc3ccc(S(=O)(=O)Nc4nccs4)cc3)c3ccccc3n2)c(C)c1	-4.5%	-0.3%	45.6%	-0.6%	9.8%	-7.0%	17.7%	31.9%	1.9%
CCOC(=O)N1CCC(NC(=O)Cc2cn(C)c3ccccc23)CC1	2.5%	0.5%	-6.7%	0.0%	8.2%	0.9%	-16.8%	-2.5%	20.3%
O=C(NC1CCCCC1)c1cccnc1Sc1ccccc1	0.9%	0.2%	-1.6%	-1.4%	-8.9%	-3.5%	-30.0%	-0.9%	15.6%

Entries shown so far that contain four or more nitrogen atoms, in the order listed:
SMILES	GPR35 antagonists	GPR55 beta-arrestin	GPR55 LPI antagonism	West Nile virus CPE	NS5 inhibitors	KOR beta-arrestin-1	NOD1 NF-kB reporter	HIV peptide binding	KOR beta-arrestin-2
CC(=O)Nc1nc(SCC(=O)NCc2ccc(F)cc2)[nH]c(=O)c1NC(=O)c1cccs1	-9.5%	0.0%	-4.5%	1.5%	-5.4%	2.6%	-15.1%	0.3%	-43.5%
CNC(=O)c1[nH]cnc1C(=O)N[C@@H](C)C(=O)OC(C)(C)C	-4.7%	0.1%	6.0%	0.5%	-2.1%	-1.6%	-33.5%	-1.3%	9.6%
Cc1ccc(-c2nnn(CCC(=O)Nc3ccc4c(c3)OCO4)n2)cc1	3.5%	-0.1%	2.7%	0.5%	2.1%	-1.3%	-18.0%	15.0%	10.9%
CO/N=C(\Cn1ncc(N2CCCC2)c(Cl)c1=O)c1ccc(Cl)cc1	-9.5%	-0.1%	-0.3%	-0.5%	-6.2%	2.8%	-6.2%	-1.9%	20.8%
COCCn1nnnc1CN(CCCN1CCOCC1)Cc1cc2c(C)ccc(C)c2[nH]c1=O	-1.4%	-0.5%	11.0%	0.1%	11.8%	0.7%	-7.6%	1.3%	-54.5%
Cc1ccc(-c2csc3ncnc(-n4nc(C)cc4N)c23)cc1	-0.5%	0.2%	8.4%	-0.1%	0.7%	2.5%	10.7%	-0.2%	-18.6%
Cc1ccc(-c2cc(C(=O)Nc3ccc(S(=O)(=O)Nc4nccs4)cc3)c3ccccc3n2)c(C)c1	-4.5%	-0.3%	45.6%	-0.6%	9.8%	-7.0%	17.7%	31.9%	1.9%

The list is partial; rates above refer to the full screens.
